Screening results as filed in PubChem.
PhoP inhibition = PhoP-dependent GFP reporter repression – Salmonella Typhimurium, primary screen (AID 1863) | S. Typhimurium PhoP-regulated promoter GFP reporter, 4 h; higher % means a stronger effect | hit rate 0.16% among 300,000 | one-dose inhibition, % at 50 µM; IC50 in µM for titrated hits;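 active means inhibition over 29.93%, a cutoff 3 SD above the screen mean, later confirmed by dose response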;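 further: 0% = low Mg2+ inducing control and 100% = high Mg2+ repressing control; strong numbers were not always called active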
Dynein cargo inh = dynein cargo transport inhibition; 3617.4 mouse cells, GR-EGFP nuclear translocation imaging; test concentration mostly 20 µM; stimulated with dexamethasone, 1 µM; active compounds read low; z-score, hits read low; hit rate 0.47% among 220,000;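 active means plate z-score of nuclear minus cytoplasmic receptor signal below a set negative limit, without overly bright fluorescence or cell loss, cut at about -3.5 in these data, passing the limit was not always enough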;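 further: z-score of nuclear minus cytoplasmic ring GR-EGFP intensity difference per well; some compounds called inactive have numbers as strong as hits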
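Buffer or medium: Induction medium lacking tetracycline, stripped serum | Also added: Dexamethasone agonist, 1.0 µM final, for 30 min | Timing: 48 h induction, 1 h compound, 30 min dex at 37 °C | Detection: Formaldehyde fixation, Hoechst nuclear stain, 10x automated fluorescence imaging | Measure: Nuclear versus cytoplasmic GR-EGFP signal, averaged per well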
Insulin prom up = MIN6 insulin promoter up-regulation; hit rate 0.3% among 190,000; MIN6 insulin promoter-GFP reporter, high-content imaging; active compounds read high; AID 1625; z-score at 5 µM;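 active means z-score above 3 at 5 µM with at least 500 cells counted in the well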
MT stabilize HCS = microtubule stabilizers in HeLa cells; AID 2205; HeLa tubulin immunostaining HCS, 24 h; share of cells brighter than vehicle mean+2SD; % tubulin-high responders, % at 10 µM; hit rate 0.83% among 200,000;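 active means plate Z-score above 3 for both tubulin-high and condensed-nucleus cell shares, with cell loss under 80%, at 10 µM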;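 further: anti alpha tubulin signal scored within the nucleus-defined area of each cell; some results filed as inactive read as strong as hits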
CSM14.1 death rescue = protection against thapsigargin-triggered cell killing – 384-well, CSM14.1, ATP luminescence, primary screen (AID 1222); CSM14.1 thapsigargin-induced death rescue, ATP luminescence; higher % means a stronger effect; cellular ATP content (survival), % at 20 µM; hits with a dose series show EC50 in µM; 190,000 tested, under 10 active;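 active means EC50 below 50 µM in the dose-response confirmation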;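 further: death triggered by thapsigargin at about 15 µM added after 2 h compound pretreatment; cell ATP read after overnight thapsigargin exposure of roughly 18 to 22 hours; normalized against plate controls of thapsigargin alone and 5% DMSO vehicle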
Lipid droplet = modulators of hepatic lipid droplet formation; AML12 mouse hepatocytes, oleate lipid droplets, BODIPY imaging; inhibition, % at 6.5 µM; hit rate 0.4% among 240,000;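 active means lipid droplet intensity inhibited by at least 50%, with more than 500 cells counted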
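Test system: AML12 mouse liver cells; schedule: overnight exposure; technique: high-content imaging of BODIPY-stained droplets and DAPI nuclei; read-out: % inhibition of corrected integrated BODIPY droplet signal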
Autophagy HCS = modulators of autophagy | MEF GFP-LC3 puncta imaging; test concentration mostly 10 µM | hit rate 0.98% among 190,000 | calls only at 10 µM (by protocol);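 active means percentage of spot-positive cells more than 3 SD above its plate mean, without a fluorescence outlier flag or 80% toxicity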;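 further: spot-positive cell cutoff set from DMSO-treated cells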
T cell HTS = T cell immune modulators affecting CD8 T cell-vesicle binding; 2C CD8+ T cell-vesicle binding, flow cytometry; active compounds read low; calls only at 7 µM; hit rate 0.068% among 330,000;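 active means response, share of CD8 T cells binding vesicles, and their 90th percentile fluorescence all below set limits, cut at about 80% in these data, passing the limit was not always enough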
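Material: 2C TCR transgenic mouse naive CD8+ T cells, MACS-purified. Also added: QL9-charged Drosophila Ld/ICAM-1/B7-1 vesicles. Timing: binding 1.5 h at 37 °C. Measured by: high-throughput flow cytometry with anti-B7-1 and anti-CD8 staining. Read-out: percent CD8+ FL2 mean versus row control. Controls: Unloaded micro-vesicles (low), QL9 vesicles with 0.7% DMSO (high).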
bCat nuc transl = modulators of beta-catenin nuclear translocation | HeLa beta-catenin nuclear translocation, immunofluorescence imaging | nuclear translocation activity, % at 5 µM | hit rate 0.3% among 190,000;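 active means nuclear translocation activity above 50% at 5 µM, with a well cell count of 50 or more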;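 further: per-cell ratio of nuclear to cytoplasmic median beta-catenin stain intensity; plate controls were DMSO negative control for no effect and GSK-3 inhibitor IX positive control for full effect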
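assay system = human HeLa cells, endogenous beta-catenin | times = compound treatment 24 h, 37°C, 5% CO2 | detection = Anti-beta-catenin immunofluorescence on PFA-fixed, Triton-permeabilized cells, DAPI nuclei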
Dynein cargo inh cytoplasmic EGFP = further read-out of Dynein cargo inh, marked with its call; z-score; measured here: cytoplasmic GR-EGFP intensity; active compounds read high
Dynein cargo inh nuclear GR-EGFP = further read-out of Dynein cargo inh, marked with its call; z-score; measured here: nuclear GR-EGFP intensity;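 lower value marks the stronger effect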
Dynein cargo inh cell count = further read-out of Dynein cargo inh, marked with its call; z-score; measured here: cell count per field
Insulin prom up cell count = recorded beside Insulin prom up, whose call it bears; cell count; measured here: cytotoxicity, nuclei count;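 total cells summed across four imaged fields per well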
Lipid droplet cells 6.5 µM = second read-out of Lipid droplet, no call of its own (marks repeat the call); cell count; measured here: cell count, cytotoxicity flag;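 cells counted across two imaged fields per well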
bCat nuc transl cell count 5 µM = recorded beside bCat nuc transl, whose call it bears; cell count; measured here: cell count, cytotoxicity flag
T cell HTS vesicle-bound % = also measured in T cell HTS; calls as there; double positive events, %; measured here: CD8+ vesicle-bound cell fraction;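 binding gate set so that unloaded-vesicle control wells show 10% double positive cells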
MT stabilize HCS Hoechst-high % = second read-out of MT stabilize HCS, no call of its own (marks repeat the call); % Hoechst-high responders; measured here: nuclear condensation Hoechst responders;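 share of cells brighter than vehicle mean plus two SD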
MT stabilize HCS cytotoxicity % = further read-out of MT stabilize HCS, marked with its call; toxicity, %; measured here: cytotoxicity by cell density;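 0% = mean cell density of plate MIN control wells and 100% = no cells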
Autophagy HCS cell loss 18 h = also measured in Autophagy HCS; calls as there; toxicity, %; measured here: cell loss, nuclei count;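 cell loss after 18 h compound exposure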
The depositor's hits bear a star; i = inactive; / = no result given.

SMILES	PhoP inhibition	Dynein cargo inh	Dynein cargo inh cytoplasmic EGFP	Dynein cargo inh nuclear GR-EGFP	Dynein cargo inh cell count	Insulin prom up	Insulin prom up cell count	MT stabilize HCS	MT stabilize HCS Hoechst-high %	MT stabilize HCS cytotoxicity %	CSM14.1 death rescue	Lipid droplet	Lipid droplet cells 6.5 µM	Autophagy HCS	Autophagy HCS cell loss 18 h	T cell HTS	T cell HTS vesicle-bound %	bCat nuc transl	bCat nuc transl cell count 5 µM
O=C(c1cccnc1)N(c1cc2sc(=O)oc2c2ccccc12)S(=O)(=O)c1ccccc1	11%	0.6	-0.033	-0.14	0.086	-1.1	875	2.0	1.6	2.9	-1.4%	-4	608	i	3	i	48	-2.1	500
CCCNC1=C(N(C(C)=O)c2cccc(F)c2)C(=O)c2ccccc2C1=O	16%	0.22	-0.23	0.19	-0.16	-1.2	1432	18	4.1	34	-3.4%	-19	662	i	15	i	41	/	/
COc1ccc(-c2nc(-c3ccccc3)no2)c(OC)c1	4%	-0.48	-0.22	0.19	1.4	-0.19	1776	3.7	1.5	10	-6.5%	5	683	i	-2	i	18	0.7	961
CCCCc1ccc(NC(=O)c2c(C)noc2C)cc1	-13%	-0.77	-0.24	-0.14	0.52	0.22	1147	2.9	0.4	62	/	-4	615	i	-2	i	34	/	/
COc1ccc2nc(N3CCCC3)[nH]c2c1	-1%	-0.83	-0.14	-0.34	0.15	-0.21	1139	1.9	1.4	7.1	1.9%	/	/	i	6	i	19	1.1	1152
O=C(c1ccccc1)c1nc[nH]c1C(=O)Nc1ccccn1	3%	1.5	-0.14	0.45	-1.3	-0.33	851	1.5	1.1	7.1	0.5%	-1	780	i	-6	i	40	-3.1	1049
COc1ccc(/C=N/Nc2nc3ccccc3s2)cc1O	-7%	-1.1	-0.33	-0.46	0.8	-0.78	1059	1.7	2.0	5.3	0.1%	24	669	i	-14	/	/	0.5	1131
CCN(Cc1ccccc1)C(=O)CN1C(=S)NC(C)(C)CC1C (stereo unspecified)	32%	0.27	-0.23	0.22	0.5	-0.52	1570	1.8	1.9	6.8	-0.4%	-13	631	i	3	i	0	-0.1	1053
C/C=C\C=C/C(=O)Nc1cccc(C2=NOC3(C2)C[C@@H](C(N)=O)N(C(=O)CCCCC)C3)c1 (stereo partly specified)	-1%	0.066	-0.76	0.084	0.009	-0.4	994	/	/	/	/	10	638	/	/	i	28	-1.0	1170
CCOC(=O)N1CCN(c2cc(=O)n(Cc3ccc(F)cc3)c(=O)[nH]2)CC1	-7%	-0.16	-0.14	0.27	0.55	0.02	1372	3.9	1.8	2.2	-1.1%	-5	708	i	-3	i	9	-1.0	1151
Cc1cc(C(=O)N/N=C/c2ccc(OC(=O)c3ccccc3Br)cc2)n[nH]1	-5%	-1.3	-0.21	-0.56	0.94	-0.1	1417	1.1	1.1	5.1	0.3%	11	688	i	-1	i	48	1.4	1522
COc1cc(CNC(=O)C2CCCN2S(=O)(=O)c2ccccc2)cc(OC)c1OC (stereo unspecified)	-4%	-0.24	-0.28	-0.12	0.17	-0.09	1514	1.8	2.5	5.2	0.0%	-1	668	i	28	i	55	-5.4	1149
O=S(=O)(NCCc1ccccc1)c1ccc(S(=O)(=O)N2CCCCC2)cc1	-8%	-0.052	-0.2	0.06	-0.03	-0.05	1085	4.8	3.3	4.6	2.0%	/	/	i	-4	i	39	-1.2	1191
CCNC(=O)C1=C(O)c2sccc2N(C)S1(=O)=O	-4%	-0.038	-0.3	0.35	-0.39	-0.24	1263	1.7	2.8	8.1	2.2%	-14	681	i	4	i	51	-0.1	1118
Cn1c(NC(=O)C2CCCO2)cc(=O)n(C)c1=O (stereo unspecified)	9%	-0.73	-0.16	-0.01	0.1	/	/	3.1	2.1	9.6	-1.5%	/	/	i	15	i	22	-1.6	987
C(=C\c1cc(/C=C/c2ccccc2)ncn1)/c1ccccc1	-3%	-0.53	-0.15	-0.98	0.13	0.88	1680	1.6	1.6	4.2	-0.5%	/	/	i	4	i	9	-1.6	1360
Cc1cc(/C=N\NC(=O)CC(=O)NC2CCCCC2)c(C)n1-c1cccc(Cl)c1Cl	3%	0.64	-0.26	0.39	-0.046	-1.1	1404	5.5	2.6	11	-0.6%	-22	703	i	0	i	47	-0.5	1013
CC(C)OP(=O)(c1ccc(N(C)C)cc1)C(O)c1ccncc1 (stereo unspecified)	3%	-0.46	-0.22	-0.23	1	0.39	1544	2.4	1.7	2.0	1.9%	/	/	i	2	i	35	-2.9	1404
CCN=C1SC(CC(=O)NCCc2ccc(OC)cc2)C(=O)N1CC (stereo unspecified)	-6%	1.8	0.18	1.6	-1.7	0.36	874	2.3	1.9	8.3	-2.8%	-1	770	i	-1	i	62	-2.1	1144
O=C(O)C1C2CC2CN1C(=O)c1ccc(Cl)cc1 (stereo unspecified)	-7%	-0.67	-0.33	-0.15	0.68	/	/	3.2	1.1	12	0.6%	2	691	i	5	i	26	0.9	1539
CC1Cc2cc(/C=C3/SC(=S)N(C)C3=O)ccc2O1 (stereo unspecified)	1%	-0.29	-0.2	-0.45	0.67	-0.82	1145	/	/	/	/	4	822	/	/	i	27	0.3	1230
CCC(C)NC(=O)c1c(C)cc(=O)oc1C (stereo unspecified)	2%	-0.54	0.043	-0.23	1.3	0.34	1522	1.5	1.1	8.5	-0.9%	/	/	i	-2	i	43	0.5	1334
Cc1nnc(SCC(=O)Nc2nsc(-c3ccc(Cl)cc3)n2)s1	-1%	-0.16	-0.23	-0.13	0.87	0.59	877	5.0	2.4	11	-0.8%	1	746	i	1	i	30	/	/
O=C(CN1CCN(Cc2ccccc2F)C1=O)NCCN1CCOCC1	7%	-0.94	-0.19	-0.52	-0.031	0.61	969	3.9	1.6	7.6	-0.6%	/	/	i	-6	i	32	0.4	1195
CC(=O)c1ccc(NC(=S)Nc2ccc3[nH]c(=O)[nH]c3c2)cc1	0%	-0.11	-0.23	0.071	0.16	0.15	1201	2.6	1.8	6.0	-0.6%	-5	671	i	-6	i	40	-4.5	1088
(further entries)
SMILES	PhoP inhibition	Dynein cargo inh	Dynein cargo inh cytoplasmic EGFP	Dynein cargo inh nuclear GR-EGFP	Dynein cargo inh cell count	Insulin prom up	Insulin prom up cell count	MT stabilize HCS	MT stabilize HCS Hoechst-high %	MT stabilize HCS cytotoxicity %	CSM14.1 death rescue	Lipid droplet	Lipid droplet cells 6.5 µM	Autophagy HCS	Autophagy HCS cell loss 18 h	T cell HTS	T cell HTS vesicle-bound %	bCat nuc transl	bCat nuc transl cell count 5 µM
COc1ccc(Nc2nc(-c3ccc4c(c3)NC(=O)CO4)cs2)cc1	-5%	1.7	0.21	1.1	-1.3	-1.7	1213	3.8	3.6	7.4	-0.6%	3	645	i	1	i	56	-2.0	1013
CCCn1c(SCC(=O)c2ccc3c(c2)OCCO3)n[nH]c1=O	0%	-0.66	-0.25	-0.72	0.73	0.89	1150	3.1	3.2	12	-1.8%	-5	682	i	13	i	54	-3.6	1002
CC(C)c1ccc(S(=O)(=O)N2CCN(C(=O)c3ccco3)CC2)cc1	3%	-0.51	-0.27	-0.048	0.23	0.8	1227	1.4	1.6	9.2	1.7%	2	711	i	19	i	49	0.2	1086
CCn1cc(Br)c(C(=O)NC(C)c2ccccc2)n1 (stereo unspecified)	-1%	-1.2	0.79	-0.76	-0.35	0.56	1299	2.9	1.6	5.4	-2.4%	16	712	i	-13	i	34	-4.3	1220
Cc1cc(C)c(C#N)c(N2CCN(Cc3ccccc3)CC2)n1	8%	0.13	0.23	0.28	-0.17	0.52	925	3.4	1.2	8.5	0.3%	-1	724	i	-14	i	33	5.5	1101
O=C(NC1CCCCC1)C(c1cccs1)N(C(=O)c1ccco1)c1ccc2c(c1)OCCO2 (stereo unspecified)	0%	-0.38	-0.21	-0.62	-0.0033	-0.42	1096	3.4	2.1	2.3	-0.6%	2	706	i	-4	i	45	-3.3	1198
Cc1ccc(C(=O)N/C(=C\c2ccc(-c3ccc(Br)cc3)o2)C(=O)NC2CCS(=O)(=O)C2)cc1 (stereo unspecified)	-8%	-0.46	-0.14	-0.21	0.48	-0.01	1644	8.6	2.7	8.4	1.4%	-2	533	i	7	i	40	6.4	991
O=C(Nn1cnnc1)C1CCCN1S(=O)(=O)c1ccc(F)cc1 (stereo unspecified)	-2%	-0.4	-0.22	-0.12	0.33	0.01	1417	2.8	2.1	9.8	-0.3%	/	/	i	-5	i	35	1.2	1361
CCOC(=O)NC(=O)COC(=O)Cc1cc(OC)c(OC)c(OC)c1	-5%	-1.1	-0.25	-1.1	0.41	0.56	1236	5.1	4.6	7.7	4.0%	-1	787	i	12	i	47	1.4	1153
